TAAR1 antag: human TAAR1 antagonism; CHO RD-HGA16 TAAR1, Fluo-8 calcium fluorescence, antagonist; Q96RJ0; 360,000 tested, 1.5% active; inhibition, % at 3 µM; AID 624466;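 active = inhibition above a per-plate cutoff, the mean inhibition of test compounds on that plate plus 3 SD, cut at about 49% in these data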;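 note: 0% = DMSO plus EC80 beta-PEA response and 100% = DMSO alone without agonist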
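Test system: RD-HGA16 CHO cells with stable hTAAR1 and Gα16 / Probe or stimulus: EC80 β-phenethylamine stimulus / Times: seeding 17-24 h prior, 75-min 37 °C, 30-min RT dye loading / Detection: Fluo-8 calcium-sensitive fluorescence / Read-out basis: % inhibition scaled between DMSO and EC80 PEA controls / Repeats: singlicate, one well per test compound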
CHO-K1 Ca ag: nonselective activator or artifact in parental CHO-K1 cells; AID 602248; 360,000 tested, 0.48% active; Fluo-8 calcium fluorescence; scaled to maximal ATP response, vehicle zero; activation, % at 3 µM; in the data active = activation above about 15%;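 note: untransfected CHO-K1 host cells lacking M1 receptor as counterscreen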
CHO-K1 Ca PAM: nonselective activator or artifact in parental CHO-K1 calcium assay; ATP EC20, Fluo-8 calcium fluorescence; 0% at ATP EC20, 100% at ATP max; activation, % at 3 µM; 360,000 tested, 0.02% active; AID 602247;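 active = activation above the run cutoff, the mean activation of all test compounds plus 3 SD, cut at about 40% in these data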;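 note: peak over basal fluorescence ratio in a 140 s read after ATP addition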
V1R ag counter: counter-screen for oxytocin receptor agonists: human V1a receptor agonists; P37288; CHO-V1R cells, Fluo-8 calcium fluorescence, agonist mode; 0% DMSO, 100% 3 nM vasopressin; activation, % at 3 µM; 320,000 tested, 0.25% active; AID 2797;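 active = activation above the mean activation of all tested compounds plus 3 SD, per screening run, cut at about 20% in these data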;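 note: signal is peak over basal fluorescence ratio across a 100 second FLIPR read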
Target sequence (P37288 whole entry, looked up): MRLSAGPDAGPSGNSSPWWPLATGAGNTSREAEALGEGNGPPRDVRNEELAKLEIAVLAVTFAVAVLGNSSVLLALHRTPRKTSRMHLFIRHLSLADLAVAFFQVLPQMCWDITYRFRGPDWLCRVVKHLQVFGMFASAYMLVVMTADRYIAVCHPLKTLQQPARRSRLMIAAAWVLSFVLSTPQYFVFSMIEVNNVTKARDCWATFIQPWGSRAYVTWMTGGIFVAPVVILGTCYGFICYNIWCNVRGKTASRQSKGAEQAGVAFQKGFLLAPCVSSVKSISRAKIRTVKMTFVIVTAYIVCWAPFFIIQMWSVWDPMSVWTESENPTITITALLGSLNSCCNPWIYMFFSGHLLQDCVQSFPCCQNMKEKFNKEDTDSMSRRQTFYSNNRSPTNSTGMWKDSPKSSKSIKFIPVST
OXTR potentiate: potentiators of human oxytocin receptor; P30559; AID 2445; CHO-OTR cells, Fluo-8 calcium fluorescence, potentiator mode; 0% = oxytocin EC15, 100% = EC100; activation, % at 3 µM; 320,000 tested, 0.061% active;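 active = activation above that plate's cutoff, the mean activation of tested compounds plus 3 SD, cut at about 6.6% in these data, passing the limit was not always enough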;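 note: 100% uses oxytocin at 75 nM as the full agonist control; some results filed as inactive read as strong as hits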
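Measured by – Fluo-8 calcium dye fluorescence · Test system – human OTR in CHO cells · Dosing – one concentration, 3.0 µM compound · Controls – EC15 oxytocin alone as 0%, 75 nM oxytocin as 100% · Evaluation – normalized max/min fluorescence ratio, % activation · Timing – 6 min pre-incubation, 100 s read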
CHO-K1 Ca antag: counter-screen for M1 antagonists: effect in parental CHO-K1 cells | ATP-induced calcium, Fluo-8 fluorescence | inhibition, % at 3 µM | 360,000 tested, 0.6% active | AID 602250;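 active = inhibition above a per-plate cutoff, the plate's mean sample inhibition plus 3 SD, cut at about 24% in these data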;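 note: 0% = DMSO plus EC80 ATP and 100% = DMSO alone without ATP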
CHRM1 agonist: agonists of human M1 muscarinic receptor | P11229 | CHO-K1 hM1, Fluo-8 calcium fluorescence, agonist mode; 0% DMSO, 100% acetylcholine EC100 | activation, % at 3 µM | 360,000 tested, 0.33% active;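 active = activation above the run's mean compound activation plus 3 SD, cut at about 16% in these data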;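 note: peak over basal fluorescence ratio within a 140 s kinetic read after compound addition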
Target sequence (P11229 whole entry, looked up): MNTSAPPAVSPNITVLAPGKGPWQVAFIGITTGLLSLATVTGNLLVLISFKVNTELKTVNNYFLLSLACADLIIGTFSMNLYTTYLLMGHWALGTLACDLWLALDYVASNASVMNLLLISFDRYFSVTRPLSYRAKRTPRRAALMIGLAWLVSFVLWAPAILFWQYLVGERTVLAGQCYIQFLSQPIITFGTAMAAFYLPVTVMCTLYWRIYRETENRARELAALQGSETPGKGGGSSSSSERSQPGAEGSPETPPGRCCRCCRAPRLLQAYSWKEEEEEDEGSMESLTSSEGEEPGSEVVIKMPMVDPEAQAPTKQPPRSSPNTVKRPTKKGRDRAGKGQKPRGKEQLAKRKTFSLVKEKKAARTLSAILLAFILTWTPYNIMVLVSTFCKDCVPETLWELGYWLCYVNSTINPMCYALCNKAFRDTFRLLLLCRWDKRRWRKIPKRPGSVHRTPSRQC
CHO parental Ca: counter-screen: ATP calcium response change in parental CHO cells. parental CHO-K1, ATP-induced calcium, Fluo-8 fluorescence. inhibition, % at 5.6 µM. 330,000 tested, 0.63% active. AID 463079;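 active = inhibition above that plate's mean sample inhibition plus 3 SD, cut at about 26% in these data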;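 note: 0% = ATP-challenged DMSO wells and 100% = DMSO wells without ATP; some compounds past the cut are filed as inactive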
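Assay system: untransfected parental CHO cell line. Also added: ATP agonist challenge. Dosing: one dose, 5.6 µM nominal. Measured by: Fluo-8 fluorescence. Read-out: % inhibition. Benchmarks: ATP wells versus no-ATP DMSO wells. Repeats: no replicates.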
TAAR1 agonist: human TAAR1 agonism | 360,000 tested, 0.99% active | Q96RJ0 | CHO RD-HGA16 TAAR1, Fluo-8 calcium fluorescence; vehicle wells 0%, saturating PEA agonist 100% | AID 624467 | activation, % at 3 µM;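 active = activation above the mean activation of all test compounds in the run plus 3 SD, cut at about 38% in these data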
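Signal – calcium-sensitive Fluo-8 signal, excitation 470-495, emission 515-575 nm · System – RD-HGA16 (CHO) cells co-expressing Gα16 and hTAAR1 · Incubation – 17-24 h seeding, 75 min 37 °C dye, 30 min RT · Compound dosing – 3 µM single concentration · Repeats – no replicates (n 1)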
* = called active by the depositor; . = no result given.

Compound	TAAR1 antag	CHO-K1 Ca ag	CHO-K1 Ca PAM	V1R ag counter	OXTR potentiate	CHO-K1 Ca antag	CHRM1 agonist	CHO parental Ca	TAAR1 agonist
O=C1Nc2c(c(=O)[nH]c(=O)n2Cc2ccccc2)C1(NS(=O)(=O)c1ccccc1)C(F)(F)F (configuration not stated)	-2	-0.1	5	1.7	-8	4	-9	8	8
O=C(CSc1ccccc1F)NC(=O)c1ccccc1Br	-4	0.0	23	0.7	0	-16	-2	-6	-1
O=C(Nc1cccc(S(=O)(=O)Nc2ccc(Cl)cc2)c1)c1ccc[n+]([O-])c1	-29	0.7	14	0.3	-13	-11	-4	-4	4
COc1ccc2c(c1)C1=NN(/C(C)=C\C(C)=O)C(c3ccccc3)C1CC2 (configuration not stated)	-7	1.2	13	-1.7	-10	-19	-10	-10	1
CCCN1CCN(C(=O)c2cccc3c2C(=O)N(CCOC)C3)CC1	-19	0.3	-4	0.4	1	-2	-2	0	2
C(=N\N1CCOCC1)/c1cn(-c2ccccc2)nc1-c1ccccc1	12	0.8	22	-1.1	-4	-6	-6	-12	4
O=c1[nH][nH]c(C(F)(F)F)c1C=Nc1ccccc1Cl	1	0.4	11	-0.4	-9	-11	-2	-5	5
COc1cc(/C=C2/NC(=O)N(Cc3ccccc3F)C2=O)cc(OC)c1OC	5	1.2	5	0.4	-13	-26	0	-3	6
Cc1ccc(C(=O)NCC(=O)OCC(=O)c2ccc3c(c2)NC(=O)CO3)cc1C	-5	0.3	-3	-0.8	-29	-8	-3	-3	2
COc1ccc(N/C=C2\C(=O)c3c(sc(C)c3C)N(C)S2(=O)=O)cc1	14	1.2	12	0.5	-3	-15	-2	-26	-1
CCCCCOc1ccc(CSC(=N)N)cc1[N+](=O)[O-]	28	1.3	17	5.5	-6	-13	-3	-10	59*
Cc1ccc(CNC(=O)/C=C/c2c(Cl)cccc2Cl)cc1	-7	1.4	24	0.0	-1	-11	-6	-10	1
CC(C)[N+]1=C2C=CC=CC=C2SC12C([N+](=O)[O-])=CC(=[N+]([O-])[O-])C=C2[N+](=O)[O-] (configuration not stated)	-3	0.2	11	-0.3	-7	-2	-3	-9	3
COc1ccc(/C=C2\CCC(C3CCCC3)C2=O)c(OC)c1 (configuration not stated)	-11	0.5	-5	0.0	-14	-13	-3	-1	2
O=C(Cc1cccs1)N1CCCC(c2nc(-c3ccc(S(=O)(=O)N4CCCC4)cc3)no2)C1 (configuration not stated)	23	6.5	4	3.6	-11	-12	-12	-15	5
CCOC(=O)Cn1c2c(c(=N)c3c1CCC3)CCC2	21	-0.3	-1	2.2	-1	2	-5	3	1
CC(=O)OCc1c(C(F)(F)F)nn(C)c1SCc1ccc(Cl)cc1	36	1.1	17	-0.8	3	-2	-6	-15	0
O=C(O)c1ccc(/C=N\Nc2ccc(S(=O)(=O)N3CCOCC3)cc2[N+](=O)[O-])cc1	-20	0.1	16	-0.4	-1	-16	-1	-11	0
CCc1c(C)nc(SCCOc2ccc(OC)cc2)[nH]c1=O	12	2.9	6	4.6	-8	-11	2	-3	1
Cc1cc(C)n2nc(SCC(=O)Nc3ccccc3F)nc2n1	4	0.9	0	0.8	-5	-18	-3	-10	6
N#CC1=C(N)Oc2cc(N)ccc2C1c1ccc(F)cc1F (configuration not stated)	-4	3.7	2	18	-15	7	9	1	12
C=CCS(=O)(=O)N1CCCC(N(C)CCc2ccc(OC)c(OC)c2)C1 (configuration not stated)	-14	0.5	18	1.1	-8	-10	-9	-20	2
CC(=O)c1c(C)[nH]c(C(=O)Nc2ccc(C)cn2)c1C	0	0.2	9	0.0	0	2	-4	0	12
COC(=O)c1ccccc1NC(=O)Cn1ccnc1	7	-0.1	11	2.9	1	-13	-2	-7	15
Cc1cccc2cc(C#N)c(NCCCNS(=O)(=O)c3ccc(Cl)cc3)nc12	9	4.4	5	0.8	-5	-1	-2	-20	0

Laid out differently: entries from further up
Molecule: Cc1ccc(C(=O)NCC(=O)OCC(=O)c2ccc3c(c2)NC(=O)CO3)cc1C
- TAAR1 antag: -5
- CHO-K1 Ca ag: 0.3
- CHO-K1 Ca PAM: -3
- V1R ag counter: -0.8
- OXTR potentiate: -29
- CHO-K1 Ca antag: -8
- CHRM1 agonist: -3
- CHO parental Ca: -3
- TAAR1 agonist: 2

Molecule: COc1ccc(N/C=C2\C(=O)c3c(sc(C)c3C)N(C)S2(=O)=O)cc1
- TAAR1 antag: 14
- CHO-K1 Ca ag: 1.2
- CHO-K1 Ca PAM: 12
- V1R ag counter: 0.5
- OXTR potentiate: -3
- CHO-K1 Ca antag: -15
- CHRM1 agonist: -2
- CHO parental Ca: -26
- TAAR1 agonist: -1

Molecule: CCCCCOc1ccc(CSC(=N)N)cc1[N+](=O)[O-]
- TAAR1 antag: 28
- CHO-K1 Ca ag: 1.3
- CHO-K1 Ca PAM: 17
- V1R ag counter: 5.5
- OXTR potentiate: -6
- CHO-K1 Ca antag: -13
- CHRM1 agonist: -3
- CHO parental Ca: -10
- TAAR1 agonist: 59*

Back to the main list with the two entries that preceded the break.
Compound	TAAR1 antag	CHO-K1 Ca ag	CHO-K1 Ca PAM	V1R ag counter	OXTR potentiate	CHO-K1 Ca antag	CHRM1 agonist	CHO parental Ca	TAAR1 agonist
COC(=O)c1ccccc1NC(=O)Cn1ccnc1	7	-0.1	11	2.9	1	-13	-2	-7	15
Cc1cccc2cc(C#N)c(NCCCNS(=O)(=O)c3ccc(Cl)cc3)nc12	9	4.4	5	0.8	-5	-1	-2	-20	0
COC(F)(C(=O)Nc1ccc2c(c1)C(=O)NC2=O)C(F)(F)F (configuration not stated)	9	0.7	3	0.0	-12	-3	-4	-5	4
COc1cccc(NC(=O)CN(C)C(=O)c2ccc(-c3ccc(Cl)cc3)o2)c1	-9	2.8	11	-1.1	-1	-7	1	-28	-1
COC(=O)[C@@H](Cc1ccccc1)NC(=O)/C=C/[C@H]1O[C@@H](n2cnc3c(NC(=O)c4ccccc4)ncnc32)[C@H](O)[C@@H]1O	-7	0.3	3	.	.	-13	-5	.	3
NC(=O)c1c(/N=C/c2cccnc2)sc2c1CCCC2	-28	0.0	-6	-0.1	-5	-3	-6	-10	6
COc1ccc2c(c1)CCCC21NC(=O)NC1=O (configuration not stated)	-8	2.4	15	0.1	1	-4	-5	-13	-1
c1ccc2nc(N3CCN(Cc4ccc5c(c4)OCO5)CC3)cnc2c1	12	7.5	19	2.9	1	-5	-10	-20	10
Cc1ccc(NC(=O)CN(C)Cc2cccs2)cc1Cl	-13	0.2	18	0.6	-4	-15	-6	-10	4
NS(=O)(=O)c1cccc(NC(=O)Cc2ccc(Cl)c(Cl)c2)c1	23	0.9	9	-0.1	-14	-5	-5	2	2
O=C(NC(=S)Nc1ccc(NC(=O)c2cccs2)cc1)c1ccco1	2	1.8	17	1.0	-5	-4	6	-5	22
O=S(=O)(Cc1ccccc1)N=Nc1c(O)[nH]c2ccc(Br)cc12	.	0.3	-4	-0.6	-4	10	-1	-5	.
C[C@]12CCC3C(CC[C@H]4CCCC[C@]34C)C1CC[C@@]2(O)CNCCO (some centres not stated)	-11	0.3	-11	.	.	-2	-4	.	1
COc1ccc(C(=O)NCc2ccc(Cl)cc2)cc1S(=O)(=O)N1CCCC1	1	2.1	2	3.6	-10	-21	-3	-22	3
CC(=O)NS(=O)(=O)c1ccc(NC(=O)/C=C/c2cn(-c3ccccc3)nc2-c2ccccc2)cc1	-4	-0.4	1	0.7	4	-4	-3	-2	4
O=C(c1ccc2ccccc2n1)N1CCN(c2ccccc2)CC1	3	1.7	30	8.8	-6	-11	-3	-7	3
Cc1c(NC(=O)CSc2ccc(Cl)cc2)c(=O)n(-c2ccccc2)n1C	-9	0.2	7	-1.6	-1	-10	-4	-6	6
CS(=O)(=O)N(CC(=O)Nc1cccc([N+](=O)[O-])c1)c1cccc(F)c1	-6	3.1	0	0.5	-19	0	-2	-15	5
O=C(O)C1C2C=CC(C3CC23)C1C(=O)N1CCc2ccccc21 (configuration not stated)	-9	-0.9	-4	0.4	-5	-8	1	5	5
Cc1c(Br)cnn1C(C)C(=O)N1CCN(c2ccccc2F)CC1 (configuration not stated)	6	2.1	-9	2.1	-8	-8	-1	-12	7
O=C(Nc1cccc(S(=O)(=O)NC2=NCCC2)c1)C1CCCCC1	-3	0.3	12	-0.2	-2	-18	-5	-6	-1
CCCNS(=O)(=O)c1ccc(OC)c(Cl)c1Cl	-12	0.1	4	-0.6	-3	-3	-7	-11	17
O=C(CSCc1c(F)cccc1Cl)NCc1cccnc1	6	0.4	12	0.1	-3	-7	-5	-7	1
CCCCn1c(N)c(N(CCOC)C(=O)CN(C)S(=O)(=O)c2ccc(F)cc2)c(=O)[nH]c1=O	-5	0.8	-30	-0.9	-3	0	-3	-1	3
Cn1c(=O)c2sccc2n2c(CCCC(=O)Nc3ccccc3)nnc12	-10	2.2	31	0.1	-18	-22	-2	9	1
CN(C)S(=O)(=O)c1ccc(SCC(=O)Nc2ccc3c(c2)OCCO3)nc1	-31	1.5	3	.	.	-11	-1	.	2
